Bioassay records: PubChem BioAssay, several laboratories
HCT116 PTEN-null = growth suppressors of cells with PTEN tumor suppressor deletion; HCT116 PTEN-null viability, CellTiter-Glo, 60 h; hits give low values; viability, % at 10 µM; hit rate 1.2% among 140,000; AID 827;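 active = viability at or below a set limit, 4 SD under the median of all tested compounds, cut at about 3.7% in these data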;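 note: PTEN knockout HCT116 line with beta catenin targeted HCT116 as companion control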
Yeast lifespan up = extends the lifespan of yeast. S. cerevisiae growth with nicotinamide, OD615; deaD strain in restrictive glucose medium. inhibition of the nicotinamide effect, % at 10 µM. hit rate 0.68% among 130,000;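 active = inhibition above a set limit, placed 3 SD over the median of all compounds, cut at about 26% in these data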;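 note: 0% = nicotinamide-treated wells and 100% = cells grown without nicotinamide; some compounds called inactive have numbers as strong as hits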
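assay system = DeaD-strain S. cerevisiae | measured by = absorbance at 615 nm | probe or stimulus = nicotinamide 1.5 mM | buffer or medium = CSMM-D glucose medium, restrictive | times = 48 h at 30 °C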
HCT116 bCat-KO = beta-catenin-lacking colon tumor cell growth suppression; hit rate 1.5% among 140,000; HCT116 beta-catenin knockout viability, CellTiter-Glo, 60 h; hits give low values; viability, % at 10 µM;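 active = viability at or under a set limit, the compound median less 4 SD, cut at about 6% in these data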;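 note: 0% = Hyamine 1622 control at 20 µM and 100% = untreated cell control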
MRP1 act = activators of MRP-1; H69AR cells + doxorubicin, viability rescue, CellTiter-Glo; viability increase, % at 10 µM; hit rate 0.61% among 140,000; AID 799;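 active = viability gain under doxorubicin at or above a set limit, the compound median plus 3 SD, cut at about 4.7% in these data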;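 note: MRP-1 overexpressing cells given doxorubicin 25 µM after compound pretreatment; 18-22 h compound pretreatment then 72 h with doxorubicin before readout; 0% = doxorubicin-only wells and 100% = vehicle-treated cells without doxorubicin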
NPY Y2 blocker = NPY-Y2 (human) receptor antagonism | NPY-Y2 expressing cells, antagonist mode | hit rate 0.99% among 140,000 | P49146 | inhibition, % at 2.7 µM; in the data active = inhibition above about 17%;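 note: 0% = vehicle with agonist challenge and 100% = reference antagonist with challenge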
Target sequence (P49146 whole entry, looked up): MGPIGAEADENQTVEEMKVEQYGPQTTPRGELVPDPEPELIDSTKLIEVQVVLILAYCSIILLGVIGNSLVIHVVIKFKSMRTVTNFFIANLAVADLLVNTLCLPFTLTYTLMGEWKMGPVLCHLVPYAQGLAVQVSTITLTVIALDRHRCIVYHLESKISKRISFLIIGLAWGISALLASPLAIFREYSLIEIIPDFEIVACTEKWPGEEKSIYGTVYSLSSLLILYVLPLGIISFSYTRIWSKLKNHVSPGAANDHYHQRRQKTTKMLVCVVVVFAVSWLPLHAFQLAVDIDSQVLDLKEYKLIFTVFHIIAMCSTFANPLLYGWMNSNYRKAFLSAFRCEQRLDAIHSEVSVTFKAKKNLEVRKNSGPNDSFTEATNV
BB579 growth dn = reduces growth of yeast BB579 in restrictive medium | S. cerevisiae BB579 growth, OD615, 48 h | inhibition, % at 10 µM | hit rate 0.51% among 140,000 | AID 804;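 active = inhibition above a set limit, 3 SD over the mean compound inhibition, cut at about 44% in these data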; note: inactives centre near -24
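System: Saccharomyces cerevisiae DeaD strain BB579, replicative lifespan model yeast | Buffer or medium: Restrictive glucose-based CSMM-D medium | Times: 4 h preincubation and 48 h exposure at 30 °C | Detection: OD615 turbidity measurement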
Phagocyt inh = blocks phagocytosis by macrophages. AID 1029. hit rate 0.07% among 110,000. J774A.1 macrophage IgG-bead phagocytosis, imaging. inhibition, % at 5 µM;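 active = inhibition above the mean of the plate negative controls plus 5 SD, cut at about 13% in these data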;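 note: phagocytic index as fraction of beads internalized from green versus red external bead signal; plate controls were DMSO negative control for no effect and cytochalasin-D positive control for full effect; some results beyond the cut were filed as inactive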
GALR2 blocker = blocks the human galanin receptor 2 | O43603 | GALR2-expressing cells, antagonist mode | inhibition, % at 4 µM | hit rate 0.39% among 140,000; in the data active = inhibition above about 27%;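 note: cells stimulated with galanin 1-16 at roughly its EC80; 0% = agonist challenge control and 100% = basal control without agonist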
Target sequence (O43603 whole entry, looked up): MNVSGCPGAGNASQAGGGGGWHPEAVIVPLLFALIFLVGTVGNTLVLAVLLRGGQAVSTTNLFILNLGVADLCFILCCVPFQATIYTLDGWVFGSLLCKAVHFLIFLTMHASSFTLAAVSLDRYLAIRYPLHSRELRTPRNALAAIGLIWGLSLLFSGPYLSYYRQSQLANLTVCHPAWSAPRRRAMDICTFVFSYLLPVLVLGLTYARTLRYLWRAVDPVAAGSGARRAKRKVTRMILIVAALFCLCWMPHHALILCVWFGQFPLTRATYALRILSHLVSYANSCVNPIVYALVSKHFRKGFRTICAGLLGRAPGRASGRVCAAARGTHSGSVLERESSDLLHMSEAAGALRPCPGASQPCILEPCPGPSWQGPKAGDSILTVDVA
Measles CPE = protection of cells from measles virus. Measles virus-infected cells, CPE protection, absorbance. protection (pct of control), % at 4 µM. hit rate 1.5% among 140,000. AID 841; in the data active = protection mostly above about 24%, no sharp cut-off; inactive = mostly below about 26%; note: some compounds called inactive have numbers as strong as hits
E-sel TNF inh = TNF alpha driven E-selectin expression inhibition. hit rate 0.71% among 120,000. inhibition, % at 2 µM. HUVEC TNFa-induced E-selectin immunofluorescence, high content. AID 1246;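 active = inhibition above the batch mean plus 3 SD, and confirmed as a hit on visual image review, cut at about 43% in these data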;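 note: 0% = TNF-stimulated DMSO wells and 100% = unstimulated control wells; not every result past the cut was called active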
The depositor's hits bear a star; nt = no result given.

Below each SMILES: HCT116 PTEN-null	Yeast lifespan up	HCT116 bCat-KO	MRP1 act	NPY Y2 blocker	BB579 growth dn	Phagocyt inh	GALR2 blocker	Measles CPE	E-sel TNF inh
- O=c1cc(N2CCC3(CC2)OCCO3)[nH]c(=O)n1-c1ccc(Br)cc1
 : 93	nt	94	-4.1	0	-8	nt	18	4	-28
- Cc1c(Cl)c(C(F)(F)F)nn1CC(=O)NCc1ccccc1
 : 104	nt	93	-3.0	7	-8	nt	-8	1	33
- COC(=O)c1ccccc1NC(=O)Cn1cc(Br)cn1
 : 105	-12	97	0.0	4	-29	-1	1	13	nt
- Cc1nn(-c2ccccc2)c2nc3c(cc12)C(=O)CCC3
 : 78	-9	79	-3.0	2	-15	-1	-9	4	-28
- O=C(Cn1c(NCCO)nc2ccccc21)NCCc1ccc(F)cc1
 : 93	-12	104	-4.3	0	-6	-1	8	6	-46
- Cc1ccc(S(=O)(=O)NC(=O)NCc2ccccn2)cc1
 : 111	0	104	0.1	-1	-40	0	10	33	6
- CCN(CC)CCn1c2ccccc2c2nc(C)sc21
 : 100	-9	86	-0.4	4	-43	1	6	28	8
- Cc1cc(=O)[nH]c(SCC(=O)Nc2cccc(C(F)(F)F)c2)n1
 : 93	-9	98	0.0	6	-22	-4	14	5	23
- COc1ccc(C(=O)NCc2cccnc2)cc1S(=O)(=O)N1CCOCC1
 : 101	-12	101	-0.8	0	2	1	-7	5	-24
- O=C(Cn1c(=S)[nH]c2ccccc21)c1ccccc1
 : 71	4	84	-0.5	4	-29	5	-1	4	nt
- CCN(C(=O)COC(=O)c1cc2ccccc2cc1O)C1CCS(=O)(=O)C1 (stereo not given)
 : 93	-3	94	-0.1	1	-30	nt	-1	22	-41
- CCCCOc1ccc(-c2nc(-c3cccnc3)no2)cc1
 : 88	-5	97	0.7	6	8	1	1	10	13
- CCCC1(c2ccccc2)NC(=O)N(CC(=O)c2[nH]c(C)c(C(=O)OCC)c2C)C1=O (stereo not given)
 : 68	-5	86	4.1	-3	-53	0	-8	2	12
- CC(C)C(=O)Nc1nnc(CCN2CCCCC2)s1
 : 88	-10	93	0.7	0	-5	0	-3	3	21
- O=C(/C=C/c1c[nH]c2ccccc12)c1ccccc1
 : 23	-8	22	-5.5	-2	-34	2	16	14	nt
- CCCC1=C(C(=O)OCC)C(c2ccc(OC)c(C)c2OC)C(C#N)=C(N)O1 (stereo not given)
 : 92	4	99	-2.1	6	-37	-1	-13	12	15
- Cc1ccc(CNC(=O)CCNC(=O)Cn2ccc3ccccc3c2=O)cc1
 : 98	-27	94	-1.3	-1	-28	nt	-2	15	nt
- Cc1ccc(OCCCNC2CCCC2)cc1
 : 79	2	82	-1.5	3	-19	-10	-10	3	16
- c1cncc(-c2nnc(SCc3nc4ccccc4[nH]3)o2)c1
 : 96	-8	93	-0.4	-2	-49	1	10	1	-41
- O=c1[nH]c2ccc(Br)cc2c(-c2ccccc2)c1N1CCOCC1
 : 81	-3	81	-3.8	3	-26	0	4	56*	nt
- O=C(O)c1c[nH]c2ccc(S(=O)(=O)N3CCN(c4ccc(F)cc4)CC3)cc2c1=O
 : 118	-3	93	0.0	2	-36	-1	-1	9	-59
- CCCNC(=O)NS(=O)(=O)c1cnccc1Sc1ccc(Cl)cc1
 : 84	-5	84	-1.8	1	-24	nt	11	36	-2
- Cc1ccc(-n2c(SCC(N)=O)nc3c(c2=O)C2(CCCC2)Cc2ccccc2-3)cc1
 : 71	5	84	-0.7	-4	-34	0	1	18	nt
- Cc1cc(C(=O)COC(=O)CCCN2C(=O)c3ccccc3C2=O)c(C)n1C
 : 100	-4	103	-1.3	1	6	-1	-5	7	nt
- Fc1ccc(-c2cnc(-c3cccs3)o2)cc1
 : 102	-24	91	0.0	4	21	nt	-3	6	24
- Cc1cccc(N=C/C(C(=O)C(F)(F)F)=C(\O)c2ccco2)c1
 : 84	-6	85	-1.8	1	-9	-1	7	3	nt
- Cc1nc(-c2ccccc2)sc1C(=O)CSc1ccc(F)cc1
 : 96	-16	93	0.5	20*	-10	0	5	10	8
- O=C(CSc1nnc2c(n1)[nH]c1ccccc12)OCc1ccccc1
 : 87	nt	85	-2.1	1	-34	nt	-5	6	-35
- CCOC(=O)C(=CNc1ccccc1C)C(=O)OCC
 : 97	-6	109	-1.4	0	-5	0	-2	27	-23
- CCCCNC(=S)NNC(=O)c1ccc(Br)o1
 : 99	1	99	-1.8	1	-14	-2	2	13	-2
- CCOC(=O)c1ccccc1NC(=O)C1COc2ccccc2O1 (stereo not given)
 : 83	-10	94	-0.6	11	-63	0	-6	16	-25
- O=C(NCc1ccccc1)NC1(C(=O)N2CCN(c3ccccc3)CC2)CCCCC1
 : 98	-2	89	-0.7	4	-36	nt	3	20	nt
- COc1ccc(Nc2nnc(Cc3ccc(Cl)cc3)c(=O)[nH]2)c(OC)c1
 : 75	-14	72	7.0*	6	-13	-2	14	11	nt
- COc1ccc(OCC(=O)O/N=C(\N)Cc2cccs2)cc1
 : 97	-5	99	0.1	3	2	-4	9	8	-21
- COc1ccc(NC(=O)Cc2ccc(Cl)cc2)cc1NC(=O)c1ccco1
 : 75	-4	86	-2.8	-3	-9	nt	-9	12	6
- O=C(Nc1ccc(F)cc1)C(c1ccccc1)N1CCN(S(=O)(=O)c2c(F)cccc2F)CC1 (stereo not given)
 : 78	3	90	-1.8	3	-29	4	13	7	nt
- O=C1CCCC2=C1C(c1ccccc1O)C1=C(CCCC1=O)O2
 : 105	8	103	0.5	1	-2	1	-1	6	nt
- COC(=O)C1=C(C)N(C2CCCC2)C(=O)C1(NC(C)=O)C(F)(F)F (stereo not given)
 : 105	-2	95	-0.4	2	-34	1	13	15	2
- Cc1ccc(S(=O)(=O)N2CCN(Cc3nc4sc(C)c(C)c4c(=O)[nH]3)CC2)cc1
 : 60	-11	64	-3.9	6	2	1	-2	9	21
- CCOC(=O)c1c(C)oc2c1c(CN1CCN(C(=O)OCC)CC1)c(O)c1ccccc12
 : 97	-8	98	-3.7	1	-23	0	14	19	nt
- COc1ccc(OCc2nnnn2-c2ccccc2)cc1
 : 109	-16	114	1.7	2	-43	0	-8	7	13
- CCS(=O)(=O)N1CCC(C(=O)NCCCN2CCC(Cc3ccccc3)CC2)CC1
 : 98	-7	90	-3.2	2	-12	-3	-14	5	nt
- CCOc1cc2c(cc1C(C)(C)C)NC(=O)CS2
 : 59	-4	57	-3.2	4	-38	-2	-2	19	nt
- O=C(O/N=C\c1ccc(N2CCOCC2)c([N+](=O)[O-])c1)c1ccccc1Cl
 : 97	-26	109	-0.3	-2	-35	nt	-8	6	-4
- CC(C)CCNC(=O)CCCn1c(=O)[nH]c2ccc(Br)cc2c1=O
 : 100	0	97	-3.7	1	-62	-1	-1	5	nt
- CC(C)n1c(-c2ccc(N(C)C)cc2)nc2ccccc21
 : 74	-19	72	-3.9	5	-42	-1	2	5	-13
- Cc1ccc(C)c(NC(=S)NC2CC3CCCC(C2)N3CC(C)C)c1 (stereo not given)
 : 67	nt	68	-7.1	3	-16	nt	3	32	-49
- O=C(Cn1c(NCCO)nc2ccccc21)c1ccco1
 : 99	7	106	-1.8	2	-31	-1	13	20	-9
- CCN(CC)S(=O)(=O)c1cccc(NC(=O)COC(=O)c2cc(C)oc2C)c1
 : 104	5	84	0.5	4	-67	-1	2	18	8
- Cc1ccc(NC(=O)C(OC(=O)c2cc(C)oc2C)c2ccccc2)cc1 (stereo not given)
 : 60	-4	64	-1.0	5	-32	-11	2	2	nt
- OCCN1CCN(C(=S)NCCc2ccccc2)CC1
 : 117	-7	108	0.8	9	-32	0	-3	8	2
- Cc1ccc(C)c(/C=C/C(=O)c2ccccc(=O)c2O)c1
 : 8	-15	12	-5.1	2	99*	-3	4	3	11
- O=C(O)Cc1coc(-c2ccc(F)cc2)n1
 : 91	-2	93	-2.5	3	-1	-1	-11	17	nt
- Cc1nc(N2CCN(C)CC2)c2sc(=S)n(C)c2n1
 : 104	-8	97	-0.5	-1	-20	0	-5	11	-9
- CCOCCCNC(=O)C(c1ccc(Cl)cc1)N(Cc1cccs1)C(=O)CNC(C)=O (stereo not given)
 : 91	6	88	-1.6	2	-57	-9	-3	9	0
- Cc1oc(-c2ccccc2)cc1C(=O)Nc1cccc(C(=O)O)c1
 : 97	-16	106	-1.3	2	-27	0	-1	11	-8
- CC(/C=N\N1CCN(Cc2ccc(C)cc2)CC1)=C\c1ccccc1
 : 76	7	78	-1.4	7	-43	-10	6	6	nt
- CC(=O)Nc1ccc(S(=O)(=O)N2CCN(C34CC5CC(CC(C5)C3)C4)CC2)cc1
 : 91	-7	97	-2.4	6	-14	-2	4	2	15
- N#Cc1cc2c(nc1SCC(=O)Nc1sc3c(c1C#N)CCC3)CCC2
 : 88	-7	104	-4.3	2	-30	nt	5	4	nt
- COC(=O)c1c(-c2cccc3ccccc23)csc1NC(=O)Cc1ccc(OC)c(OC)c1
 : 30	3	41	-0.5	-2	-42	1	0	8	-1
- c1ccc(OCc2nn3c(Cn4nnc5ccccc54)nnc3s2)cc1
 : 98	3	84	-0.5	4	-47	-1	7	13	20
- Cc1nnc(C)n1/N=C/c1cccn1C
 : 100	-4	96	-0.1	-2	-6	-1	-4	6	0
